Assay outcomes: PubChem, National Center for Advancing Translational Sciences (NCATS)
HP1b chromo inh = HTS for Inhibitors of HP1-beta Chromodomain Interactions with Methylated Histone Tails; Chromobox protein homolog 1 (Homo sapiens), P83916; AID 540317, 2011; Potency, µM (top dose mostly 114 µM), for inactives: at the highest dose activity change, negative = inhibition, actives largely listed as inhibitors; 390,000 tested, 0.56% active; AlphaScreen HP1-beta / biotin-H3K9me3 peptide binding; also: potency is read from the fitted curve at half-maximal effect; nearly all actives have a fitted effect of over 70% in size; inactives centre near 23
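HP1-beta protein (50 nM final) preincubated 30 min at room temperature with biotinylated H3(1-18)K9me3 peptide (50 nM) in PBS pH 7.4, 0.01% Tween-20, then compound added for 30 min. AlphaScreen streptavidin donor/nickel chelate acceptor beads (10 ug/mL final), 30 min dark, luminescence read.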
BAZ2B inh = qHTS Assay for Inhibitors of BAZ2B. Bromodomain adjacent to zinc finger domain protein 2B (Homo sapiens), Q9UIF8. AlphaScreen BAZ2B-H3K14Ac peptide displacement. Potency, µM (series often up to 114 µM), for inactives: top-dose activity change, negative = inhibition, usual class: inhibitors. 360,000 tested, 4.4% active. AID 504333, 2011; also: potency is read from the fitted curve at half-maximal effect; % is scaled to controls: 0 for no effect and ±100 for the full control effect; nearly all actives have a fitted effect of over 60% in size
Target sequence (Q9UIF8 whole entry, looked up, the tested form may be a part): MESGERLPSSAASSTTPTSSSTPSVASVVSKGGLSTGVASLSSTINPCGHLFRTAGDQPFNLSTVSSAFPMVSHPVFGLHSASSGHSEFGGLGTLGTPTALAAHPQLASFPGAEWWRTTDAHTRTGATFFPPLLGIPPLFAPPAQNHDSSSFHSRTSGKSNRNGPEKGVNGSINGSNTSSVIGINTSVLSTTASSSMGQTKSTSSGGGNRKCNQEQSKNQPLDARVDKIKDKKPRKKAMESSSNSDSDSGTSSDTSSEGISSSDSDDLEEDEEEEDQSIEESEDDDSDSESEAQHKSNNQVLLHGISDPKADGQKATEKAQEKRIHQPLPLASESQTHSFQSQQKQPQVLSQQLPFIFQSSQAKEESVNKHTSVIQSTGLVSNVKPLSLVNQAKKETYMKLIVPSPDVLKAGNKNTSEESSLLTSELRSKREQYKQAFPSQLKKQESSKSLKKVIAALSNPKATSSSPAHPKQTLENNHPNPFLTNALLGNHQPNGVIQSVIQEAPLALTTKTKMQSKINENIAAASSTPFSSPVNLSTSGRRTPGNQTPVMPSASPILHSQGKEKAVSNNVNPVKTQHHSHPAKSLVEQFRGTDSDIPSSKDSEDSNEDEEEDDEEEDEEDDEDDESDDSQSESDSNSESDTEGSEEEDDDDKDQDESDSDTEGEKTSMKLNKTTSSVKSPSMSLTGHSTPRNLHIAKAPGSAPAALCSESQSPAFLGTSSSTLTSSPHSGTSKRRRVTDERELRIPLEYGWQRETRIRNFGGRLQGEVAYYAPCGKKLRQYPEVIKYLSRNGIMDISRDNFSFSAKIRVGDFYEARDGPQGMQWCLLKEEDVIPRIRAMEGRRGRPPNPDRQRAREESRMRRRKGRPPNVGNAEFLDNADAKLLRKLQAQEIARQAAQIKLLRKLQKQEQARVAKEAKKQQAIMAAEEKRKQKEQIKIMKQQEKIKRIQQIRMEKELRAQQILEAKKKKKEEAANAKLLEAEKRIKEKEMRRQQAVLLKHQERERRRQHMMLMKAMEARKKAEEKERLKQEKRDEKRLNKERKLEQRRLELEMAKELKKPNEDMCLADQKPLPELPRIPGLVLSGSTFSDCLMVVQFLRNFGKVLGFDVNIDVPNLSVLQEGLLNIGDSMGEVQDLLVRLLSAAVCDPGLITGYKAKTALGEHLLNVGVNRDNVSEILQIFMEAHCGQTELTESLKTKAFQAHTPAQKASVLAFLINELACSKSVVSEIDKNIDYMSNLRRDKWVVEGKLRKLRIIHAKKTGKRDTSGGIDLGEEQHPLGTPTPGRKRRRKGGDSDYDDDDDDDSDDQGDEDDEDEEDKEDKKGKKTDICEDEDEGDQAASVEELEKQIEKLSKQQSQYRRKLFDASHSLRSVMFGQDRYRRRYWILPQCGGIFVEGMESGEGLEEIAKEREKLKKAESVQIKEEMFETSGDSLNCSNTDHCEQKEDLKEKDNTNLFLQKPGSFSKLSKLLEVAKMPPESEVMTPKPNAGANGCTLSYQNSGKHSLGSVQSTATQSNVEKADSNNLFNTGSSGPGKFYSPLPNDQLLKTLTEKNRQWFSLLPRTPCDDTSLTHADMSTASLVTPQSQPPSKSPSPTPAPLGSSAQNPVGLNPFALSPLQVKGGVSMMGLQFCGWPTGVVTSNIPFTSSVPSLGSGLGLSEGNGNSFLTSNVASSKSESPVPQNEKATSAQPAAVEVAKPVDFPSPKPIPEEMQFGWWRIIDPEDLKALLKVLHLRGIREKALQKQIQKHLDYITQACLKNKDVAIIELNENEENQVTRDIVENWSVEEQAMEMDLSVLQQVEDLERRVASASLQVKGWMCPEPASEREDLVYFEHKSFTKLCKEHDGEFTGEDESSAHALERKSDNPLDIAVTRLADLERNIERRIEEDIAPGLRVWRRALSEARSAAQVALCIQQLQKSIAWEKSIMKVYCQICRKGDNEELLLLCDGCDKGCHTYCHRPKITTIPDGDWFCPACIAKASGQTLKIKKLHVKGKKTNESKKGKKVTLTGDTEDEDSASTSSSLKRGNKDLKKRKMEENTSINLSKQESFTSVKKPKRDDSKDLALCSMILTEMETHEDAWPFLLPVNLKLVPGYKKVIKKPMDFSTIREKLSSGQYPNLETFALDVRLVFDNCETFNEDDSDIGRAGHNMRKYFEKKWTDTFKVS
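Protein-peptide AlphaScreen: BAZ2B 50 nM, b-H3K14Ac 50 nM, 1x PBS pH 7.4 + 0.01% Tween-20. Preincubation 30 min RT; cpd 30 min RT (top 110 uM); beads 20 min RT, light-protected.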
Pin1 inhibitor = qHTS Assay to Find Inhibitors of Pin1; Pin1 FP peptide displacement, HiFluor488, 10 min; Potency, µM (highest dose often 115 µM), for inactives: top-dose activity, negative = inhibition, hits mostly inhibitors; 390,000 tested, 0.009% active; AID 504891, 2011; active = well fitted inhibition curve with a large enough effect in the polarisation, with a control signal flat, not every such curve was filed as active; inconclusive = small, poorly fitted or top-dose-only effect, or effect the other way, or a change in a side signal; inactive = no such curve, though single readings can be large or run the other way; the % refers to the polarisation; also: potency is read from the fitted curve at half-maximal effect; % is scaled to controls: 0 for no effect and ±100 for the full control effect
Pol eta inh = qHTS for Inhibitors of Polymerase Eta; DNA polymerase eta (Homo sapiens), Q9Y253; recombinant Pol eta, fluorescent DNA replication assay; Potency, µM (top dose mostly 114 µM), for the others: at the top dose activity change, negative = inhibition, most hits filed as inhibitors; 390,000 tested, 1.2% active; also: potency is read from the fitted curve at half-maximal effect; % is scaled to controls: 0 for no effect and ±100 for the full control effect
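Pol eta at 10 nM preincubated with compounds 15 min at room temperature; reaction started with fluorescent substrate (50 nM final) and read kinetically at 0 and 10 min.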
JMJD2A Tudor = qHTS Assay for Inhibitors of JMJD2A-Tudor Domain. Lysine-specific demethylase 4A (Homo sapiens), O75164. AlphaScreen JMJD2A-Tudor / H3K4me3 peptide binding. Potency, µM (series often up to 114 µM), for the others: top-dose activity change, negative = inhibition, usual class: inhibitors. 390,000 tested, 4.4% active; also: potency is read from the fitted curve at half-maximal effect; % is scaled to controls: 0 for no effect and ±100 for the full control effect; nearly all actives have a fitted effect of over 50% in size
PI4K2A block = qHTS for small molecular inhibitors of PI4K2A | purified PI4K2A, ADP-Glo luminescence, 1 h; active compounds read low | activity change, negative = inhibition, % at 76.9 µM | 420,000 tested, 0.13% active; in the data active = activity change below about -50%; inconclusive = mostly about -30% to -49%;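 also: -100% = wells without enzyme as full effect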
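In this quantitative HTS, ADP production by PI4K2A was quantified luminescently after 1 h at ambient temperature; 100 microM adenosine served as plate-quality control.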
Tb PGK inh = qHTS Assay to Find Inhibitors of Phosphoglycerate Kinase | Phosphoglycerate kinase, glycosomal (Trypanosoma brucei brucei), P07378 | PGK/GAPDH coupled, Kinase-Glo luminescence, 60 min | Potency, µM (top dose mostly 57.5 µM), without a hit: top-dose activity change, negative = inhibition, most hits filed as inhibitors | 380,000 tested, 0.043% active; also: potency is read from the fitted curve at half-maximal effect; % is scaled to controls: 0 for no effect and ±100 for the full control effect; nearly all actives have a fitted effect of over 60% in size
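Luminescent ATP detection (Kinase-Glo Plus) follows a 60-minute room-temperature incubation, with wells lacking PGK as controls. Buffer: 100 mM TEA (pH 7.6), 5 mM MgCl2, 0.01% Tween-20. Coupling enzyme GAPDH (100 nM final) supplies unstable 1,3-BPG in-well.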
G9a inh = qHTS Assay for Inhibitors of Histone Lysine Methyltransferase G9a | Histone-lysine N-methyltransferase EHMT2 (Homo sapiens), Q96KQ7 | G9a H3K9 monomethylation, AlphaScreen, 2 h | Potency, µM (highest dose often 102 µM), without a hit: at the highest dose activity, negative = inhibition, most hits filed as inhibitors | 350,000 tested, 8.8% active | AID 504332, 2011; also: potency is read from the fitted curve at half-maximal effect; % is scaled to controls: 0 for no effect and ±100 for the full control effect; nearly all actives have a fitted effect of over 75% in size
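G9a (20 nM) preincubated 15 min RT with compounds, then 500 nM biotinylated H3K9 peptide and 20 uM SAM added; 2 h RT reaction. Monomethyl-H3K9 product detected by AlphaScreen with anti-H3K9me1 antibody, streptavidin donor and anti-rabbit IgG acceptor beads.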
GLS inh = qHTS for Inhibitors of Glutaminase (GLS); Glutaminase kidney isoform, mitochondrial (Homo sapiens), O94925; GLS enzymatic activity, qHTS titration; Potency, µM (titrated, usually from 45.5 µM), for inactives: at the top dose activity change, negative = inhibition, usual class: inhibitors; 410,000 tested, 0.21% active; AID 624170, 2012; also: potency is read from the fitted curve at half-maximal effect; % is scaled to controls: 0 for no effect and ±100 for the full control effect
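Read-out is an Amplex red fluorescence increase coupled through glutamate oxidase and HRP, measured before and after 30 min room-temperature incubation. hKGA is in 45 mM KH2PO4 (pH 8.2) with 0.02% Tween-20; glutamine added as 1mM solution.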
* = called active by the depositor; i = inactive; ? = inconclusive; . = not tested or not shown; & = joins results of further samples; [ ] = another dose, or the depositor's remark. Unless noted, calls follow the shape of the dose curve; as a rule, active = well fitted curve in the direction sought with a large enough effect; inconclusive = small, poorly fitted or top-dose-only effect, or another doubt; inactive = no such curve, though single readings can be large; an effect the other way counts as inactive or inconclusive.

Structure | HP1b chromo inh | BAZ2B inh | Pin1 inhibitor | Pol eta inh | JMJD2A Tudor | PI4K2A block | Tb PGK inh | G9a inh | GLS inh
Nc1cc(N)nc(SCC(=O)NCC(=O)Nc2ccc(F)c(F)c2F)n1 | 28% | . | -3% | -13% | -6% | 1 | -4% | . | -2%
O=C(COc1ccccc1Cl)NC(=S)N1CCc2ccccc21 | 8% | 2% | 1% | -15% | -25% | 1 | 3% | 14% | 2%
C[C@H](O)[C@@H]1C(=O)N2CCc3ccc(N4CCN(C)CC4)cc3[C@@H]2C[C@@H]1N(C)C(=O)NC1CCCCC1 | 26% | . | 1% | -13% | -7% | 5 | -3% | . | 16%
COc1ccc(OC)c2c(C)cc(N3CCN(C(=O)c4ccc(F)cc4)CC3)nc12 | -27% | 50µM* | 1% | -17% | ? | -5 | -5% | ? | 6%
CCCCNC(=O)c1onc(CSc2cc(C)cc(C)c2)c1C(=O)O | 29% | 1% | -5% | -11% | -21% | -4 | -5% | 20%[0.501 µM] | 3%
COc1ccc(/C=C(\NC(=O)c2ccccc2)C(=O)NNC(=O)CCN2CCOCC2)cc1 | 52%[activator] | -14% | -4% | -6% | -11% | -2 | -9% | . | 0%
CCc1ccc(S(=O)(=O)N/N=C\c2ccc([N+](=O)[O-])o2)cc1 | 18% | ? | 1% | -6% | 50µM* | -5 | -6% | . | 12%
O=C(NCc1ccc(-n2cccc2)cc1)c1cccc(F)c1 | 31% | -20% | -1% | -21% | -11% | -4 | 4% | -24% | -1%
Cc1ccc2c(CC(=O)Nc3nc(C)cs3)coc2c1 | 29% | 7% | 1% | -14% | -19% | 3 | -4% | ? | -2%
COc1cc(/C=N/NC(=O)CNC(=O)c2ccccc2)ccc1OC(=O)c1cccs1 | 10% | 9% | 3% | -18% | -24%[57.1 µM] | 2 | 2% | ? | 1%
CC(=O)Nc1ccc(/C=C/c2noc(-c3ccccc3O)n2)cc1 | 56%&12%[activator] | 1%&5% | 3%&-1% | -6%&-13% | -19%&-9% | -2&-5 | -5% | 18% | 2%&0%
FC(F)(F)c1cc(-c2cccc(Br)c2)nc2ncnn12 | 61%[activator] | 20% | 1% | -10% | -17% | -2 | i | 26%[59 µM] | 1%
Cc1ccc(CNC(=O)CCSCc2ccccc2C)cc1 | 30% | -10% | -7% | 7% | 9% | -14 | 0% | -2% | 0%
CC(=O)c1cccc(NC(=O)c2nc3ccccc3n(C)c2=O)c1 | 21% | -12% | ? | -17% | -16% | -1 | -21% | -4%[59 µM] | 1%
Cc1c(C(=O)N2CCN(c3ccc(F)cc3)CC2)oc2c1C(=O)CCC2 | 36%[activator] | -7% | -4% | -22% | 7% | -4 | -8% | . | 40%[activator]
Cc1ccc(C(=O)O)cc1NC(=S)NC(=O)c1ccc(-c2ccc(Cl)cc2)o1 | 2% | ? | -13% | 50µM* | 0%[11.4 µM] | -1 | -5% | 35µM* | 23%
Cc1ccc2c(c1)[nH]c1c(=O)n(Cc3ccco3)cnc12 | 3% | -16% | 7% | ? | -9%[11.4 µM] | 3 | 5% | -8% | 46%[activator]
Cc1cc(C(=O)Nc2ccccc2)c2ccccc2n1 | 33% | 4% | -2% | -13% | -21% | 5 | 5% | . | -1%
O=C(NCCc1cn2ccsc2n1)c1cccs1 | 32%[activator] | -8% | -10% | 7% | -14% | -4 | -2% | ? | 0%
COc1ccc2nc(NC(=O)C3CCN(S(=O)(=O)c4cccs4)CC3)sc2c1 | 17% | -4% | 4% | -3% | 100µM* | -9 | -2% | 3%[59 µM] | 7%
Cc1[nH]nc2c1C(CC(C)C)C(C#N)=C(N)O2 (stereo not given) | 39%[activator] | -17% | 9% | -18% | -3% | -9 | i | 0%[12.7 µM] | -9%
COc1cccc(C(=O)Nc2nnc(SCC(=O)NC3CC3)s2)c1 | 58%[activator] | -22% | 5% | -19% | -3% | -1 | i | 11% | -7%
COc1ccc(CCNC(=O)CCOc2ccc(C(C)(C)C)cc2)cc1OC | 5% | . | -5% | -20% | -19% | -4 | -7% | . | 2%
CCCCS(=O)(=O)CC(COc1ccccc1)OC(=O)c1ccccc1 (stereo not given) | 77%[activator] | 32%[57.1 µM] | 0% | -9% | 43%[activator] | -4 | 2% | 24%[12.7 µM] | 8%
COCCCn1c(C(=O)NCCN2CCOCC2)cc2c(=O)n3cccc(C)c3nc21 | 31% | 0% | 1% | -14% | -7% | 12 | -6% | 97%[activator] | -22%
COCCNC(=O)c1[nH]c2cc(C)ccc2c1Sc1ccc(Cl)cc1 | 2% | -12% | ? | -19% | -20% | 3 | -11% | -26%[59 µM] | 0%
CC1=C(C(=O)Nc2cccnc2)C(c2ccc(F)cc2)n2nc(SCc3ccccc3)nc2N1 (stereo not given) | 21% | -34% | -1% | -11% | 0% | -4 | -7% | -2%[59 µM] | 3%
C=CCNC(=O)CN(Cc1ccccc1)S(=O)(=O)c1ccc(C)cc1 | 35% | 5% | -1% | 2% | 4% | -1 | -8% | -27% | 6%
COc1cc(CNC(C)(C)CO)ccc1OCC(=O)Nc1ccc(Br)cc1 | 23% | -5%[57.1 µM] | -5% | -10% | -8% | -2 | 0% | -4% | -10%
O=C(c1ccc(NC2=NC3CS(=O)(=O)CC3S2)cc1)N1CCN(C(=O)c2ccco2)CC1 (stereo not given) | 29% | 8% | 1% | -15% | -11% | -5 | 0% | 25% | -1%
CCOc1ccc(-n2c(=O)c3sccc3n(CC(=O)NCCc3ccc(OC)c(OC)c3)c2=O)cc1 | 24% | -5% | 6% | -11% | 13% | 2 | -3% | 5%[59 µM] | -1%
CCN(CC)C(=O)C1CC(=O)OC1(C)C (stereo not given) | 10% | 8% | 2% | 3% | -19% | -10 | -3% | 6%[12.7 µM] | -1%
Cc1cccc(NC(=O)CCCN=C2NS(=O)(=O)c3ccccc32)c1C | 15% | -4% | 1% | -3% | -5% | 0 | 4% | 10%[59 µM] | -1%
COc1ccc(Nc2ncnc3sc(-c4ccccc4)cc23)cc1 | 39% | 10% | 7% | -21% | 10% | -4 | -7% | 3%[12.7 µM] | 21%
COCCNC(=O)CCCn1c(SCC(=O)c2ccc(Br)cc2)nc2c(sc3ccccc32)c1=O | 18% | -14% | -4% | 11% | -11% | -5 | -10% | 4%[59 µM] | -11%
Cc1cc(NC(=O)CSc2nc(C(C)C)nc3sc(C)c(C)c23)no1 | 20% | 5% | 5% | -4% | -1% | 6 | -4% | 6%[12.7 µM] | 0%
COc1cccc(-c2noc(C3CCCN(C(=O)c4ccccc4OC)C3)n2)c1 (stereo not given) | 18% | -28% | 1% | -25% | -14% | 2 | -10% | 25%[59 µM] | -1%
COCCNC(=O)CN(c1ccc(F)cc1)S(=O)(=O)c1ccc2c(c1)OCCO2 | 24% | 2% | -2% | 1% | -6% | 6 | 0% | 10% | -1%
Cc1ccc(N2C(=O)CC(N3CCN(C4CCc5ccccc5C4)CC3)C2=O)cc1 (stereo not given) | 36% | -1% | 10% | -10% | 3% | 2 | -10% | 5%[59 µM] | -4%
CCOC(=O)CSc1ccc(S(=O)(=O)N2CCCC2)cc1[N+](=O)[O-] | 3% | -23% | -1% | -5% | -3% | -5 | 10% | ? | -1%
COC(=O)C1(S(=O)(=O)c2cc(Br)cc3c2N(C(C)=O)CC3)CC1 | 24% | 1% | -7% | 3% | 0% | 0 | 2% | . | 3%
CC1(C)CC(=O)C(C2=NC3(CCCCC3)Cc3ccccc32)=C(O)C1 | 14% | -2% | -2% | -5% | -26% | -10 | i | 2% | 1%
Cc1c(N2C(=O)c3ccc(Br)cc3C2=O)c(=O)n(-c2ccccc2)n1C | 54%[activator] | -2%[57.1 µM] | 2% | -7% | 2% | -1 | 3% | 24% | -6%
Cc1cc(C)nc(-n2nc(C)cc2NC(=O)c2ccc(F)cc2F)n1 | 66%[activator] | 2% | 2% | -16% | -3% | 2 | -10% | 3% | -5%
CN(C(=O)c1nc(-c2cccc(F)c2)n2c1CCCCC2)c1ccccc1F | 52%[activator] | 1% | -9% | -13% | -27% | 5 | -3% | 9%[59 µM] | 1%
O=C(CN1C(=O)C2CCCCC2C1=O)NC1CCCc2ccccc21 (stereo not given) | 37% | -2% | -4% | -16% | -7% | 1 | -2% | ? | 5%
O=C(NCCCn1ccnc1)C(Cc1ccccc1)N1C(=O)c2ccccc2C1=O (stereo not given) | 21% | ? | 5% | 4% | 4%[57.1 µM] | 4 | -1% | -45%[12.7 µM] | 3%
CCOC(=O)C1CCN(C(=O)COC(=O)c2c(C)c(CC)nc3ccccc23)CC1 | 16% | . | -3% | -21% | -20% | 3 | -7% | . | 6%
CCOc1cc(N2CCOCC2)c(OCC)cc1NC(=O)CN1CCC(Cc2ccccc2)CC1 | 25µM* | 32µM* | -1% | -3% | 22µM* | -2 | 2% | 50µM* | 21%
COc1cccc(/C=C2/C(=O)NN(c3ccc(C)c(C)c3)C2=O)c1 | 8% | -27%[57.1 µM] | ? | -12% | -31% | -7 | i | 45µM* | 8%

This is a subset, so the mix of outcomes need not match the whole.
